ABHD5-PLIN5 inh = ABHD5-PLIN5 protein interaction inhibition; inhibition, % at 4 µM; hit rate 0.78% among 360,000; Split G. princeps luciferase complementation, luminescence, 4 h;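 active = inhibition above the mean inhibition across every tested compound plus 3 SD, cut at about 22% in these data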;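 note: 0% = DMSO only wells and the 100% control is not disclosed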
Exocytosis inh = blocks lytic granule exocytosis; TALL-104 LAMP-1 surface exposure, flow cytometry; cells stimulated with thapsigargin and PMA; hit rate 0.66% among 360,000; inhibition, % at 10 µM; AID 651702;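 active = inhibition above about 55%, limit read from the data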
TLR9-MyD88 inh = inhibitors of human TLR9-MyD88 binding; Q9NR96+Q99836; inhibition, % at 4.98 µM; hit rate 0.21% among 340,000; CHO BLA complementation TLR9-MyD88, CCF4 FRET ratio;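 active = inhibition above the mean over all tested compounds plus 3 SD, cut at about 21% in these data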;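 note: 0% = DMSO only wells and 100% = clavulanate BLA inhibitor control wells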
NOD2 RIPK2 PPI = NOD2-RIPK2 protein interaction inhibition. O43353. CHO BLA complementation NOD2-RIPK2, CCF4 ratio. inhibition, % at 4.98 µM. hit rate 0.38% among 360,000. AID 624267; in the data active = inhibition above about 21%;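 note: 0% = vehicle only and 100% = reference blocker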
Target sequence (O43353 whole entry, looked up): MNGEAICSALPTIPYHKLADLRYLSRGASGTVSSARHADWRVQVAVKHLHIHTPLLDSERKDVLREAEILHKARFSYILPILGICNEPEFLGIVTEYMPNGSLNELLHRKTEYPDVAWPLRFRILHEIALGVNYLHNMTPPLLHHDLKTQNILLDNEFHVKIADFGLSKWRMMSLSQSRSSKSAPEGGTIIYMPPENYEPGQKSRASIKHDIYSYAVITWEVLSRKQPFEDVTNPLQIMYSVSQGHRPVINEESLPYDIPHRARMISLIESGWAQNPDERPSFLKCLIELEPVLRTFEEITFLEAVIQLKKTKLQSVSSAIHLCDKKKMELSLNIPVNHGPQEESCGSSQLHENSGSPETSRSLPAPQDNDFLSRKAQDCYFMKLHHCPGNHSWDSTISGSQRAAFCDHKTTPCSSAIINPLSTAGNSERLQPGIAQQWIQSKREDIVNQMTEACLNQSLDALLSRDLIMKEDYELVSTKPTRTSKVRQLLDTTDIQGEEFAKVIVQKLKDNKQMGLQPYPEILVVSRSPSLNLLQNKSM
COUP-TFII inh = NR2F2 (human) inhibition, primary screen; HEK293T NGFI-A luciferase reporter, luminescence; hit rate 0.7% among 370,000; P24468; inhibition, % at 8.6 µM; AID 686940;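 active = inhibition above a per-plate cutoff, mean inhibition of test wells between control levels plus 3 SD, cut at about 38% in these data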;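 note: cells cotransfected with COUP-TFII expression vector driving the NGFI-A reporter; 0% = median of COUP-TF2 test wells and 100% = reporter-only cells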
NR5A2 inv ag = inverse agonists of human LRH-1 (NR5A2); O00482; HEK293T StAR-luciferase reporter, LRH-1 transfected, 24 h; hit rate 0.13% among 360,000; inhibition, % at 3.6 µM;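 active = inhibition above the mean inhibition of all tested compounds plus 3 SD, cut at about 73% in these data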;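 note: 0% = DMSO wells and 100% = reporter-only cells lacking LRH-1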
Target sequence (O00482 whole entry, looked up): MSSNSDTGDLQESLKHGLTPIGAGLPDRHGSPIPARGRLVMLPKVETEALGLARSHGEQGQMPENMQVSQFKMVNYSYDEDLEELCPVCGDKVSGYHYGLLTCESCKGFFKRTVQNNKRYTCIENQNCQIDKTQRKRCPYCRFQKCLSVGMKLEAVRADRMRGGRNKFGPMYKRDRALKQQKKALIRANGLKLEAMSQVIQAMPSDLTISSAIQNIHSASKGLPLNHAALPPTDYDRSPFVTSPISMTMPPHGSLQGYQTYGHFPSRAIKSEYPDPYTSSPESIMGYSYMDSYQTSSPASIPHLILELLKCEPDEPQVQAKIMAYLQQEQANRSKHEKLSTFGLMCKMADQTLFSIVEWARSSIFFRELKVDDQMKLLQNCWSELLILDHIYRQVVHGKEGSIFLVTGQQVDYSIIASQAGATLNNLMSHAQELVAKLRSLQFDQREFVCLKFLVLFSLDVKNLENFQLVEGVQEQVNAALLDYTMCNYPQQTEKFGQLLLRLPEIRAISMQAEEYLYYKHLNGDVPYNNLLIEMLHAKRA
NCOA2 inhibitor = inhibits human steroid receptor coactivator 2; Q15596; HEK293 GAL4-SRC2 luciferase reporter, luminescence; inhibition, % at 9 µM; hit rate 0.17% among 370,000; AID 651957;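 active = inhibition above the mean inhibition of all tested compounds plus 3 SD, set per campaign, cut at about 52% in these data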;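 note: 0% = DMSO treated cells and 100% = cells given Gossypol at 36 µM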
SRC3 inh = human NCOA3 inhibition. hit rate 0.17% among 360,000. Q9Y6Q9. AID 588352. inhibition, % at 3.6 µM. HEK293 GAL4-SRC3 luciferase reporter, luminescence;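 active = inhibition above a per-campaign cutoff, the mean of all compounds plus 3 SD, cut at about 60% in these data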;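 note: 0% = DMSO-treated cells and 100% = gossypol-treated cells at 36 µM; higher means less SRC3-driven luciferase light from the GAL4 reporter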
TWEAK Fn14 block = inhibitors of TWEAK-Fn14 interaction signaling. TWEAK-stimulated Fn14 reporter cells, luciferase luminescence, 8 h. inhibition, % at 10 µM. hit rate 2% among 360,000. AID 1159606; in the data active = inhibition above about 50%
TROY signal inh = blocks TROY-dependent signaling in reporter cells; Q293 LMP1-TROYcd NF-kB luciferase reporter, 4 h; inhibition, % at 10 µM; hit rate 0.98% among 360,000;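 active = compounds whose plate-normalised and pattern-corrected inhibition of the luciferase reporter signal at the single screening dose is 50% or more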
NCOA1 inh = human NCOA1 inhibition | AID 588354 | inhibition, % at 3.6 µM | HEK293 GAL4-SRC1 luciferase reporter, luminescence | Q15788 | hit rate 0.12% among 360,000;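 active = inhibition above the campaign mean plus 3 SD, with each screening campaign given its own cutoff, cut at about 60% in these data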;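 note: 0% = DMSO treated cells and 100% = gossypol at 36 µM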
Active calls of the source: *; · = no result given. An excerpt; count on the stated rates, not on these rows.

SMILES	ABHD5-PLIN5 inh	Exocytosis inh	TLR9-MyD88 inh	NOD2 RIPK2 PPI	COUP-TFII inh	NR5A2 inv ag	NCOA2 inhibitor	SRC3 inh	TWEAK Fn14 block	TROY signal inh	NCOA1 inh
CCCCN(Cc1ccco1)C(=O)c1cc2c(=O)[nH]c3ccc(C)cc3c2s1	1	6	-9	1	27	-23	-47	-15	21	27	-15
Cc1oc2ccc(OCc3ccc(Br)cc3)cc2c1C(=O)O	4	1	-10	-5	9	-11	-30	-2	15	2	10
CN(C)CCN1C(=O)CCC2(C)C1=CCC1C2CCC2(C)C1CCC2(C)O (stereo not given)	-1	3	1	7	6	-17	-15	-4	27	-8	-23
COC(=O)c1ccc(N(CC(=O)NC2CCCC2)C(=O)CNC(=O)c2cccs2)cc1	-1	3	-5	-5	-13	-4	-3	2	9	-5	-12
CC(=O)C1=C(C)N(Cc2ccccc2)C(=O)N[C@@H]1c1cccc(C(F)(F)F)c1	-5	14	9	-1	-2	15	7	6	-4	-9	10
COc1ccc(CNC(=S)N/N=C/c2ccc(O)c(OC)c2)cc1	-5	-6	-2	-1	-5	7	13	6	-32	-20	-1
CCOC(=O)Nc1nnc(Cc2ccc(Cl)c(Cl)c2)s1	2	1	0	4	-12	5	-2	20	-21	21	4
CCOC(=O)N/N=C1\CC(C)S(=O)(=O)c2ccc(Cl)cc21 (stereo not given)	-4	-1	5	3	10	10	6	23	-23	-12	1
C[C@@H]1CN([C@@H](C)CO)C(=O)CCCn2nncc2CO[C@H]1CN(C)C(=O)C1CCCCC1	7	3	4	0	-3	8	2	-5	-3	9	-1
O=S1(=O)CC(N2CCSCC2)CN1Cc1cn(Cc2cccc(Cl)c2)nn1 (stereo not given)	4	-8	·	-3	6	14	-28	·	1	0	·
COc1ccc(Cl)cc1NC(=O)CSc1nc2sccc2c(=O)[nH]1	9	7	8	-5	-6	0	1	-31	8	37	-6
COc1cc(S(=O)(=O)N2CCCCC2)c(OC)cc1Br	7	1	-1	-6	12	-12	-17	9	1	0	2
CSc1ccc(S(=O)(=O)N2CCC(C(=O)NC3CC3)CC2)cc1	7	-3	-4	-6	6	4	-5	1	24	10	-35
COCCn1nnnc1C(c1ccccc1)N1CCN(C)CC1 (stereo not given)	10	-3	1	5	9	-6	-30	-26	-1	12	-27
CC(=O)Nc1ccccc1OC(C)C(=O)N1CC(C)CC(C)C1 (stereo not given)	0	-2	2	-9	-11	-17	-24	-3	9	-9	2
COc1ccc(NC(=O)NC2CCCc3ccccc32)cc1 (stereo not given)	-2	-5	-15	-22	-11	-46	-22	-14	9	-2	-16
COC(=O)Cn1c(O)c(N=NC(=O)CNC(=O)COc2cccc(C)c2)c2ccccc21	-5	9	-11	-2	14	-5	10	13	-4	8	6
C[C@@H]1C=C[C@](Cc2ccccc2)(C(=O)NCCc2c[nH]c3ccccc23)N1C(=O)c1ccccc1	-6	-2	-16	1	18	19	10	-14	12	-16	-9
COc1ccc(C(OC(=O)c2ccco2)C(=O)NCc2ccc(C)cc2)cc1 (stereo not given)	1	1	1	1	3	-5	-16	11	-6	-1	-1
Cc1c(NC(=O)c2ccc(COc3ccc4ccccc4c3)o2)c(=O)n(-c2ccccc2)n1C	6	5	0	-2	-4	-21	-32	-35	-6	-32	-16
Cc1cc(C(=O)OC(C)C(=O)Nc2cccc(S(=O)(=O)N3CCOCC3)c2)c(C)o1 (stereo not given)	2	-5	-6	-1	2	18	-3	3	-1	7	-18
CCOC(=O)N1CCN(CCC(=O)Nc2ccc(Br)c(C)c2)CC1	0	-9	6	-19	-4	3	3	12	9	9	-80
Cc1noc(C)c1C(=O)N1CCC2(CC1)Oc1ccc(F)cc1C(=O)C21CC(c2ccc(Cl)cc2)=NO1 (stereo not given)	3	-2	-11	-15	7	-10	3	-24	-27	-10	10
CSc1nc2n(n1)C(c1cc(Br)ccc1F)C(C(=O)N(C)C)=C(C)N2 (stereo not given)	-2	3	-4	-1	11	19	-8	3	2	-12	-21
CCOC(=O)NC(Nc1nnc(SCC)s1)(C(F)(F)F)C(F)(F)F	0	0	-1	4	4	22	-18	5	-2	20	5
SMILES	ABHD5-PLIN5 inh	Exocytosis inh	TLR9-MyD88 inh	NOD2 RIPK2 PPI	COUP-TFII inh	NR5A2 inv ag	NCOA2 inhibitor	SRC3 inh	TWEAK Fn14 block	TROY signal inh	NCOA1 inh
Nc1ccc(C(=O)OCCc2ccccc2)cc1	-1	-5	-9	5	-41	-83	-85	-96	30	-3	-65
Cc1cccc(CSc2ccc(-c3ccco3)nn2)c1	5	0	6	6	-50	-28	-37	-65	-7	-40	-56
OCC1(Cc2ccccc2)CCCN(Cc2cnn(-c3ccccc3)c2)C1 (stereo not given)	-4	-2	0	-12	1	3	-51	14	12	-17	-8
COc1ccccc1N1CCN(C(=O)c2ccc(C(C)(C)C)cc2)CC1	5	-3	-9	4	-29	7	17	-9	9	3	-24
Cc1ccc(S(=O)(=O)c2nnn3c2nc(NC2CCN(Cc4ccccc4)CC2)c2ccccc23)cc1C	15	30	3	-5	·	3	·	-6	-64	-27	-6
CN1CCN(S(=O)(=O)c2cccc(C(=O)Oc3ccccc3Cl)c2)CC1	-1	-1	6	0	2	0	10	8	13	8	13
CCCCn1c(N)c(N(CCOC)C(=O)c2ccc(Cl)c(S(=O)(=O)N3CCCCC3)c2)c(=O)[nH]c1=O	-2	0	0	-2	9	-7	-13	-23	21	-7	11
OC1(c2ccc(Br)cc2)CN(c2ccccc2)C2=[N+]1CCS2 (stereo not given)	-9	1	7	3	1	2	-13	17	3	2	9
CCOC(=O)N1CCN(C(=O)c2ccc3c(c2)N(CC)CCS3)CC1	-3	7	6	0	-1	14	-6	1	16	-2	2
C=CCOc1cccc(CNCCCN2CCOCC2)c1	-1	-2	-7	-5	20	-5	0	3	2	4	-14
CCOC(=O)C1=C(C)NC(=O)N(C(C)=O)C1c1ccc(Cl)cc1 (stereo not given)	3	-7	1	7	1	1	5	9	-6	-6	11
CNC(=O)c1ccsc1NC(=O)CCS(=O)(=O)c1ccc(F)cc1	-2	-3	13	-3	-12	28	21	1	-5	-1	-14
CC(C)(C)Sc1ccc(/C=N/O)cc1[N+](=O)[O-]	6	-3	8	0	-14	9	-4	-11	0	2	3
COc1ccc(Oc2ccc(C(F)(F)F)cc2NC(=O)c2ccc(OC)cc2)cc1	-9	27	10	7	-10	-6	26	23	-4	3	16
O=C(/C=C/c1cccc(Cl)c1)c1nc2ccccc2[nH]1	61*	7	7	18	4	4	-3	-2	-12	-24	-12
COc1ccc2cc(C(=O)Nc3ccc(F)cc3)sc(=O)c2c1OC	-1	0	-6	-3	7	1	-54	-4	-35	-24	-14
COc1ccc(NC(=O)CSc2nn3c(=O)c(C)nnc3s2)cc1	-1	2	10	0	24	9	-27	-4	16	-13	3
Cc1ccc(C(=O)NNC(=O)COc2ccc(Cl)cc2C)o1	-3	-2	5	6	-14	-26	-19	17	-17	-18	-5
O=C1CNc2cc(Cl)ccc2N1	2	-8	-9	-2	-4	6	-3	-5	-6	12	-1
S=c1[nH]nc(-c2cccs2)n1/N=C/c1cn(-c2ccccc2)nc1-c1cccs1	4	-3	·	0	-6	-8	-17	-10	-61	-16	-12
CCOC(=O)c1c(NC(=O)CN2CCN(C)CC2)sc(C(=O)Nc2ccccc2)c1C	5	6	-4	-3	-9	-32	-11	-17	-23	-48	-50
CCNS(=O)(=O)c1cc(OC)ccc1OC	-1	40	1	-8	-10	6	-5	-30	-16	3	-25
O=C(Nc1ccc(N2CCCC2)cc1)C(c1ccccc1)c1ccccc1	3	-3	-11	-3	8	-15	-6	4	-33	-11	2
Cc1ccnc(NC(=O)c2ccc(NS(=O)(=O)/C=C/c3ccccc3)cc2)c1	-7	2	-1	-2	-4	-13	-12	-7	4	13	-41
C=CCNCCCCOc1ccccc1-c1ccccc1	9	-4	-5	4	-36	-5	-21	12	10	1	11

With a hit mark in ABHD5-PLIN5 inh (from the list above):
Structure	ABHD5-PLIN5 inh	Exocytosis inh	TLR9-MyD88 inh	NOD2 RIPK2 PPI	COUP-TFII inh	NR5A2 inv ag	NCOA2 inhibitor	SRC3 inh	TWEAK Fn14 block	NCOA1 inh
O=C(/C=C/c1cccc(Cl)c1)c1nc2ccccc2[nH]1	61*	7	7	18	4	4	-3	-2	-12	-12

Five entries from above, ordered by the value under COUP-TFII inh, smallest number first.
SMILES	COUP-TFII inh
COc1ccccc1N1CCN(C(=O)c2ccc(C(C)(C)C)cc2)CC1	-29
Cc1ccc(C(=O)NNC(=O)COc2ccc(Cl)cc2C)o1	-14
OC1(c2ccc(Br)cc2)CN(c2ccccc2)C2=[N+]1CCS2 (stereo not given)	1
COc1ccc2cc(C(=O)Nc3ccc(F)cc3)sc(=O)c2c1OC	7
C=CCOc1cccc(CNCCCN2CCOCC2)c1	20

The results go on.
SMILES	ABHD5-PLIN5 inh	Exocytosis inh	TLR9-MyD88 inh	NOD2 RIPK2 PPI	COUP-TFII inh	NR5A2 inv ag	NCOA2 inhibitor	SRC3 inh	TWEAK Fn14 block	TROY signal inh	NCOA1 inh
CCOc1ccc(C(=O)NCC(=O)N2CCC3(CC2)NCCc2[nH]cnc23)cc1	4	0	-7	-6	6	8	-36	-5	-4	-15	-2
CCN(CC)c1ccc(/C=N/NC(=O)c2cc(C)nc3ccccc23)cc1	3	3	-7	5	11	37	-15	13	-6	-41	0
COc1ccc(OC)c(NC(=O)C2CCN(c3cc(-c4ccccc4)nc4ncnn34)CC2)c1	2	0	6	-12	14	10	-7	5	3	23	6
COc1cccc(C(=O)N2CCC[C@H]2C(=O)N2CCC[C@H]2C(=O)NCc2ccc(F)cc2F)c1	1	-1	·	1	1	19	-15	·	19	6	·
COc1ccc(NC(=O)C2CCN(C(=O)c3ccccc3)CC2)c(OC)c1	6	4	-4	-6	11	5	-31	-3	12	-3	4
COc1ccccc1-c1noc2c1C(=O)N(Cc1cn(-c3ccc(Cl)cc3)nn1)CC2	1	-5	·	4	19	-4	1	8	13	16	-2
COc1ccc(C=O)cc1COc1ccccc1F	15	-3	2	1	0	16	-19	9	3	0	9
Brc1ccc(-c2noc(C3CCCCC3)n2)cc1	-3	-2	-7	-9	2	6	-17	-36	-12	-65	-22
CCCNC(=O)NC(=O)CSc1nc2cc(C(=O)OC)ccc2c(=O)n1-c1ccccc1	-5	4	3	5	-5	5	-9	9	33	16	0
O=C(CC1C(=O)NCCN1C(=O)c1ccc([N+](=O)[O-])cc1)Nc1ccc(F)cc1 (stereo not given)	10	-8	3	0	-8	33	9	-18	3	-14	8
Cn1c(=O)c(Oc2ccc(Cl)cc2)c(O)c2ccccc21	-5	-2	4	-17	4	4	-4	2	-4	30	9
CCOc1ccc(C)cc1-n1nc2ccccc2n1	-4	-4	-4	-1	-12	12	-10	6	-8	-57	-30
CC(C)Cn1c(CCC(=O)O)ccc1-c1cccs1	-7	-1	-14	-12	12	2	4	-4	-11	-4	2
COc1ccccc1C(=O)N/C(=C\c1ccc(Br)cc1)C(=O)NCCC(=O)O	-2	1	-2	2	10	0	11	0	-6	-19	3
Cc1nc(N2CCN(C(c3ccccc3)c3ccccc3)CC2)[nH]c(=O)c1C	0	-1	-4	1	-8	-9	-7	-5	3	-1	-29
COc1ccc(C(c2nnnn2C2CCCCC2)N2CCN(c3ccc(OC)cc3)CC2)cc1 (stereo not given)	-5	2	-3	0	23	-16	10	4	-16	-2	-1

Compound activity (PubChem)
